High-throughput results from PubChem.
BRCA1 expr up = increases BRCA1 expression; MCF7-BRCA1-FFLuc reporter, luminescence, 48 h; response scale: scaled: vehicle 0%, 10 µM genistein 100%; Potency, µM (highest dose often 46.1 µM), without a hit: top-dose activation, actives largely listed as activators; hit rate 1.1% among 380,000; AID 624202; active means well fitted activation curve with a large enough effect; inconclusive means small, poorly fitted or top-dose-only effect; inactive means no such curve, though single readings can be large or run the other way; further: potency means the concentration at half of the fitted maximal effect; nearly all actives have a fitted effect of over 80% in size; some results filed as inactive show a strong effect at the top dose
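Compounds are tested at multiple concentrations on MCF7 BRCA1-luciferase reporter cells seeded at 2000 per well; after 48 h, a single luminescence end-point is taken and curves fitted to the normalized data.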
Giardia kill = Giardia lamblia killing. Giardia lamblia trophozoite viability. hit rate 0.15% among 340,000. activity change, % at 7.66 µM, hits read low; in the data active means activity change below about -80%; inconclusive means between about -30% and that limit;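 further: parasites exposed to compound for two days anaerobically before the ATP read; on the % scale 0 is the no-effect control and ±100 the full control effect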
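Giardia trophozoites, 100 cells per well, were exposed to compounds for 48 hrs at 37 deg C under anaerobic conditions; viability was then read as ATP content by bioluminescence after 15-30 min at room temperature.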
* marks the source's active call; other numbers are inactive results; ? = inconclusive; & = joins results of further samples; [ ] = another dose, or the depositor's remark. The list is partial, so the mix of outcomes need not match the whole.

SMILES	BRCA1 expr up	Giardia kill
O=C(Nc1cccc(C(=O)N2CCCCC2)c1)C1CCCCC1	5%	-9
O=[N+]([O-])c1ccc(NN=Cc2ccc(O)cc2O)nc1	-6%	-5
CCOC(=O)[C@@H]1[C@H]2COc3cc(OC)ccc3[C@@H]2N2C(=O)N(c3ccc(C)cc3)C(=O)[C@]12C	21%	10
CCOC(=O)C1(C(=O)OCC)NC(=O)CC1CC (centres undefined)	1%	-13
COc1ccc(Cl)cc1NC(=O)CN(C)C(=O)CN1C(=O)NC(C)(c2ccc3ccccc3c2)C1=O (centres undefined)	-26%	7
COc1ccc(Cn2nnnc2C(c2ccccc2)N2CCN(c3ccccc3)CC2)cc1 (centres undefined)	3%	6
CCOc1ccc(-c2nn3c(-c4cc(-c5ccccc5)n[nH]4)nnc3s2)cc1	16%&-5%	63&8[activator]
O=C(CS(=O)(=O)c1cn(CC(=O)N2CCOCC2)c2ccccc12)NCc1ccccc1	0%	-12
O=C(NCCCN1CCOCC1)c1onc(CSc2ccccc2)c1C(=O)NCCCN1CCOCC1	22%	11
CCCCCCCCCCCCCCCCCCNc1ccn(C2OC(COP(=O)(O)OCC3OC(n4cc(F)c(=O)[nH]c4=O)CC3O)C(O)C2O)c(=O)n1 (centres undefined)	-58%	3
COC(=O)CC(=O)O[C@H]1C=C[C@@H](NC(=O)OC(C)(C)C)C1	13%	7
Cc1cc2nc3ccc(N(C)C)cc3nc2cc1N	2%	9
COc1c2c(c(OC)c3c1c(=O)c1ccccc1n3C)OCO2	-39%	-1
CSc1nc(S(C)(=O)=O)nc2[nH]c(=O)[nH]c12	-1%	-10
COC[C@@H]1NS(=O)(=O)c2ccc(Br)cc2O[C@H]1c1ccccc1	15%	-14
CC(=O)OC1CC2(C)C(CCC2(O)C(C)=O)C2CCC3C(Cl)C(=O)CCC3(C)C12 (centres undefined)	-17%	20
COc1ccc(C2Nc3ccccc3C(=O)N2Cc2ccco2)cc1COc1c(C)cccc1C (centres undefined)	-69%	17
O=c1cc(CSc2nc(NCc3ccc(Cl)cc3)c3ccccc3n2)nc2ccc(Cl)cn12	-26%	-4
O=C(NCCCCCCCN1CCCCCCC1)C(C1CCCCC1)C1CCCCC1	-102%[inhibitor]	-5
O=C(O)C(c1ccccc1)C(O)C1CCCC1 (centres undefined)	-8%	-14
CN(C(=O)c1ccc(NC(=O)Cc2cccc(NC(=O)C3CCN(C(=O)C4CC4)CC3)c2)cc1)C1CC1	30%	?
C=C(C)C(=O)N1CCN(C(=O)C(=C)C)c2ccccc21	13%	13
Cc1ccc(/C=C2/CNC/C(=C/c3ccc(C)cc3)C2=O)cc1	-90%	-9
CCOC(=O)OCC(=O)C1(O)CCC2C3CCC4=CC(=O)CCC4(C)C3C(O)CC21C (centres undefined)	-27%	-10
COc1ccccc1C(=O)c1ccccc1C(=O)c1ccccc1	-27%	-2
SMILES	BRCA1 expr up	Giardia kill
COc1ccc(Cl)cc1S(=O)(=O)NC(C)C(=O)NCCN1CCOCC1 (centres undefined)	4%	-4
CC1(c2nnc(-c3ccncc3)o2)CC(c2ccc(Cl)cc2)=NO1 (centres undefined)	-12%	-21
CCOc1cc2ccccc2cc1C(=O)Nc1ccccn1	-39%	-15
Cc1nnc2n(C)c(=O)c3c4c(sc3n12)COC(C)(C)C4	-14%	-28
c1cc2c3c(cccc3c1)NN=N2	-31%	-17
Cc1cccc(C(=O)NCC(=O)OCC(=O)c2ccc3ccccc3c2)c1	12%	-1
COC(=O)c1ccc(CSc2ccc3nnc(-c4ccc(OC)c(OC)c4)n3n2)o1	-23%	-1
Cc1cc(C)n2nc(C(=O)NCc3ccco3)nc2n1	-10%	-3
Cc1ccccc1N1CCN(CCN2C(=O)CC(=C3c4ccccc4-c4ccccc43)C2=O)CC1	-20%	2
COc1ccc(/C=C2\SC(=S)N(CCCC(=O)N3CCOCC3)C2=O)cc1	-72%	-2
Cc1cc(CSc2ccc(Cl)cc2)ccc1N	82%	-26
Nc1nnc2cc(Cl)ccc2n1	-12%	6
CCN1C(=O)CC(SC2CC(=O)N(CC)C2=O)C1=O (centres undefined)	-3%	0
COc1ccc(CCNC(=O)c2c(O)c3c([nH]c2=O)CCCC3)cc1OC	-60%	2
COc1cc(CCCN2C(=O)C(=O)NC[C@H]2Cc2cccc3ccccc23)cc(OC)c1OC	3%	-29
O=C(O)CCCC1(C(=O)O)CCCC1	-20%	8
O=C1CC[C@@H]2CC3(C[C@@H]4CCN1[C@H]24)Nc1cc([N+](=O)[O-])ccc1NC3=NC1CCCCC1 (some centres undefined)	-11%	?
Cc1ccc2c(c1)C1(OCCCO1)C(=O)N2CC(=O)NN	8%	9
O=C1NC(=S)SC1=Cc1cc(Br)ccc1O	-40%	-17
CN(Cc1ccccc1)C(=O)c1cccc(NC(=O)Cc2ccc(NC(=O)C3CCCN(C(=O)C4CCCC4)C3)cc2)c1 (centres undefined)	-23%	-6
Cc1cccc(N2Cc3ccc(Br)cc3C2)c1	73%	0
COC(=O)c1cc(OC)c(OC)cc1NC(=O)c1ccc(Br)o1	5%	24
Nc1c(C2CCCCC2)c(=O)on1C(=O)c1ccccc1	-26%	-4
CC(C)C[C@@H](CN1CCC[C@@H]1CN1C(=O)C(=O)NC[C@@H]1Cc1ccccc1)N1C[C@H](Cc2ccccc2)N(CC2CCCCCC2)C(=O)C1=O	11%	7
NC(=O)c1ncn([C@@H]2O[C@H](CNCc3cc(Br)ccc3OCc3ccccc3)[C@@H](O)[C@H]2O)n1	-3%	-3

Arranged by number of heavy atoms (high to low): part of the list above
SMILES	BRCA1 expr up	Giardia kill
CC(C)C[C@@H](CN1CCC[C@@H]1CN1C(=O)C(=O)NC[C@@H]1Cc1ccccc1)N1C[C@H](Cc2ccccc2)N(CC2CCCCCC2)C(=O)C1=O	11%	7
CN(Cc1ccccc1)C(=O)c1cccc(NC(=O)Cc2ccc(NC(=O)C3CCCN(C(=O)C4CCCC4)C3)cc2)c1 (centres undefined)	-23%	-6
Cc1ccccc1N1CCN(CCN2C(=O)CC(=C3c4ccccc4-c4ccccc43)C2=O)CC1	-20%	2
COc1cc(CCCN2C(=O)C(=O)NC[C@H]2Cc2cccc3ccccc23)cc(OC)c1OC	3%	-29
NC(=O)c1ncn([C@@H]2O[C@H](CNCc3cc(Br)ccc3OCc3ccccc3)[C@@H](O)[C@H]2O)n1	-3%	-3
COC(=O)c1ccc(CSc2ccc3nnc(-c4ccc(OC)c(OC)c4)n3n2)o1	-23%	-1
Cc1cccc(C(=O)NCC(=O)OCC(=O)c2ccc3ccccc3c2)c1	12%	-1
COc1ccc(Cl)cc1S(=O)(=O)NC(C)C(=O)NCCN1CCOCC1 (centres undefined)	4%	-4
COC(=O)c1cc(OC)c(OC)cc1NC(=O)c1ccc(Br)o1	5%	24
CCOc1cc2ccccc2cc1C(=O)Nc1ccccn1	-39%	-15
Nc1c(C2CCCCC2)c(=O)on1C(=O)c1ccccc1	-26%	-4
Cc1cc(C)n2nc(C(=O)NCc3ccco3)nc2n1	-10%	-3
CCN1C(=O)CC(SC2CC(=O)N(CC)C2=O)C1=O (centres undefined)	-3%	0
Cc1cccc(N2Cc3ccc(Br)cc3C2)c1	73%	0
O=C1NC(=S)SC1=Cc1cc(Br)ccc1O	-40%	-17
O=C(O)CCCC1(C(=O)O)CCCC1	-20%	8
c1cc2c3c(cccc3c1)NN=N2	-31%	-17
Nc1nnc2cc(Cl)ccc2n1	-12%	6

Carrying on.
SMILES	BRCA1 expr up	Giardia kill
COc1ccc(C(CNC(=O)c2cc(S(=O)(=O)N3CCCCC3)ccc2C)N2CCCC2)cc1 (centres undefined)	-9%	15
CC(=O)C1=C(O)C(CSCc2ccccc2)N(C)C1=O (centres undefined)	0%	12
COc1cccc(C=NNc2nnc(NN=Cc3cccc(OC)c3OC)c3ccccc23)c1OC	59%	-2
CC1(N=Cc2cc(Cl)ccc2O)COP(=O)(NC2CCCC2)OC1 (centres undefined)	2%	10
COc1ccc(OC)c(NC(=O)Nc2c(O)ccc3ccccc23)c1	-40%	0
O=C1C2CC3N1CCC31c3ccccc3-n3c1c2ccc3=O (centres undefined)	21%	2
O=c1[nH]c(=S)c2[nH]c(=S)n(-c3ccccc3)c2[nH]1	-11%	4
Cc1ccc(SC2=NS(=O)(=O)c3ccccc32)c(C)c1	12%	-23
CC(Cc1ccccc1)Nc1ncnc2c1ncn2C1OC(CO)C(O)C1O (centres undefined)	0%	?
O=C(Nc1ccccn1)c1ccccc1	?	-9
O=C(O)c1cc(-c2cc(C(=O)O)c3ccccc3n2)ccc1O	-10%	-1
Cc1ccc2ccc3c(c2n1)NS(=O)(=O)c1ccc(C(F)(F)F)cc1-3	-31%	5
Cc1c(N=Cc2cc3c(cc2[N+](=O)[O-])OCO3)cccc1[N+](=O)[O-]	-9%	-3
CCCCN1CC(COCc2ccccc2)Oc2cccc(OCCN3C(=O)[C@@H]4[C@H](C3=O)C3C=C[C@H]4C3)c2S1(=O)=O (some centres undefined)	-46%	-8
COc1ccc(CCN2CC(C(=O)OCc3ccccc3Cl)CC2=O)cc1OC (centres undefined)	5%	15
CCc1ccc(NC(=O)CSC2=C(C#N)C(c3ccc4c(c3)OCO4)CC(=O)N2)cc1 (centres undefined)	-31%	2
O=C1CSC(=S)N1N=Cc1cccc2ccccc12	-31%	11
O=c1c2sc3nc(N4CCOCC4)c4c(c3c2ncn1C(c1ccccc1)c1ccccc1)CCCC4	16%	-10
CC1CC2(C)C(=CC1=O)CCC1C2C(O)CC2(C)C1CCC2(O)C(=O)CO (centres undefined)	-32%	6
CCCN1CNc2c(c(=O)[nH]c(=S)n2CCc2cc(OC)cc(OC)c2)C1	0%	10
CC1=C(C(=O)O)CC(S(=O)(=O)O)C1(C)C (centres undefined)	-11%	13
O=C(O)C[C@H]1c2ccc(C(F)(F)F)cc2S(=O)(=O)N1Cc1ccccc1	4%	-1
C1=NN(c2ccccc2)C=NN1c1ccccc1	67%	9
CN1CCC(C(=O)C(=O)O)C1=O (centres undefined)	-1%	-3
O=CNc1ccc2c(c1)Cc1cccc(NC=O)c1-2	-1%	20
SMILES	BRCA1 expr up	Giardia kill
COc1cc(F)c(C(=O)NC(C)(C)CO)cc1OC	0%	2
CC1Cc2cccc3ccc(=O)n(c23)C1 (centres undefined)	4%	-20
O=C(NCc1ccccc1)C1=C[C@@H](c2ccccc2)C[C@@H](OCCCCO)O1	-4%	1
O=C(NC1CCCCCCC1O)c1ccccc1 (centres undefined)	38%	-17
CCN1CCN(S(=O)(=O)c2ccc(Cl)c(C(=O)N(C)CC(=O)Nc3c(C)cccc3C)c2)CC1	2%	0
C#CCOCCOCCOCCNc1nc(N2CCN(C(=O)Cn3cc(CCO)nn3)CC2)nc(N2CCN(C(=O)[C@H](C)n3cc(CCCN=C(N)N)nn3)CC2)n1	3%	18
COc1ccccc1C1NC(c2ccc3c(c2)OCO3)=CC(c2cc(Cl)ccc2O)N1 (centres undefined)	-27%	-10
Cc1cccc(C(=O)N2[C@@H](C(C)C)COc3cc(Br)ccc3S2(=O)=O)c1	4%	-24
CC(=O)OC1COC(OC(C)=O)CO1 (centres undefined)	-27%	1
O=C(Nc1ccc2ccccc2c1[N+](=O)[O-])c1ccccc1	-5%	28
CN1CCN(c2oc(-c3ccc(OCc4ccc(Cl)cc4)cc3)nc2C#N)CC1	-10%	-12
O=C(NNc1ccccc1)c1sc2ccccc2c1Cl	3%	-12
O=C(Nc1ccc(C(=O)N2CCCCC2)cc1)C1CC1	5%	13
CCOC(=O)c1oc2c(CN3CCN(C)CC3)c(O)c(CC)cc2c(=O)c1-c1nc2ccccc2s1	9%	1
COc1ccc(-c2csc(NCCc3nc4cc(C(=O)NCCCO)ccc4n3Cc3ccc(C)cc3)n2)cc1	0%	4
C[C@@H](NCCCn1ccc(NC(=O)OCc2ccccc2)nc1=O)c1cccc2ccccc12	0%	-14
N#Cc1ccsc1NC(=O)CN1C(=O)NC2(CCCCC2)C1=O	0%	12
COc1ccccc1NS(=O)(=O)c1cc(NC(=O)CN2C(=O)NC3(CCCCC3)C2=O)ccc1C	-26%	10
Cc1cc2c(cc(C(=O)OCC(=O)NC3CCCCC3)n2C)o1	0%	2
C=CCOC(=O)C1=C[C@H](c2csc3ccccc23)C[C@H](OCCCCO)O1	-3%	-27
CCC1(C(=O)OC)NC(c2cccc(F)c2)C2C(=O)N(C)C(=O)C21 (centres undefined)	-2%	6
Oc1ccc(N2CCN(C(c3ccc(Cl)cc3)c3nnnn3Cc3ccc(F)cc3)CC2)cc1 (centres undefined)	-51%	13
O=S(=O)(CCNCc1ccco1)NCc1ccccc1	12%	-28
COc1cccc(NC(=O)CN(C)C(=O)CCNC(=O)c2ccccc2OC)c1	0%	0
CCCN1C(=O)c2ccccc2NC1c1ccc(OC)c(COc2cccc(OC)c2)c1 (centres undefined)	-18%	?
O=C(Nc1ccc(F)cc1)c1ccccc1NC(=O)C1CCCCC1C(=O)O (centres undefined)	28%	5
CC1=CC(C)(C)NC(=S)N1c1cccc(Cl)c1	0%	8
